Assay outcomes as filed in PubChem BioAssay.
Pf growth 48h – inhibits P. falciparum growth in the first generation, 48 h | P. falciparum luciferase growth in erythrocytes, 48 h | 5.9% of 310,000 active | Potency, µM (highest dose often 28.7 µM), for the others: at the top dose activity change, negative = inhibition, hits mostly inhibitors; further: potency means the concentration at half of the fitted maximal effect; on the % scale 0 is the no-effect control and ±100 the full control effect
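Cell-based growth assay: transgenic P. falciparum expressing firefly luciferase, cultured in red cells within RPMI 1640 containing 0.5% w/v Albumax, 24 mM bicarbonate and gentamycin. A drop in luciferase activity indicates inhibition.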
HCV inh – inhibitors of hepatitis C virus infection; Huh7.5.1 HCVcc-Cre infection, luciferase reporter, 44 h; Potency, µM (top dose mostly 41.8 µM), for inactives: at the highest dose activity change, negative = inhibition, usual class: inhibitors; 3.4% of 340,000 active; further: potency means the concentration at half of the fitted maximal effect; on the % scale 0 is the no-effect control and ±100 the full control effect
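Infectious HCV cell culture screen: compound-treated cells (1,000/well, pre-plated 4 h) are infected with HCVcc-Cre at roughly 0.5 moi and grown 44 h. Infection is quantified by luciferase signal after 15 min substrate incubation at room temperature.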
Giardia FBPA inh – blocks Giardia fructose-bisphosphate aldolase activity. purified Giardia FBPA. A8B2U2. 0.71% of 290,000 active. AID 2451. Potency, µM (series often up to 59.6 µM), inactives show at the top dose activity, negative = inhibition, usual class: inhibitors; further: potency means the concentration at half of the fitted maximal effect; on the % scale 0 is the no-effect control and ±100 the full control effect; nearly all actives have a fitted effect of over 55% in size
Target sequence (A8B2U2 whole entry, looked up): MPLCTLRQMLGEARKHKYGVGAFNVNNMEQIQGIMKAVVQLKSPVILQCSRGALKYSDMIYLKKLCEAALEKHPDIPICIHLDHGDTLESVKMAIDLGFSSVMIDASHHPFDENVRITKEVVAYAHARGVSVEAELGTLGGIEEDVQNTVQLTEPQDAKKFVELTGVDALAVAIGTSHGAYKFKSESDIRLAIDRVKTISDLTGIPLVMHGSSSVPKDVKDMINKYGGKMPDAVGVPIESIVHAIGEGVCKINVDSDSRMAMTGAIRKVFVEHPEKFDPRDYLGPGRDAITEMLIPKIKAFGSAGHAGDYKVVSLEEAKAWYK
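40 nM FBPA preincubated 10 min at RT with compound (up to 57.5 uM final), then substrate plus GAPDH/TPI/NAD/arsenate coupling and diaphorase/resazurin added. Fluorescence read after 20 min at RT, 525/598 nm.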
Shiga inhibitor – blocks Shiga toxin action in Vero cells; Vero cells, Shiga toxin protein synthesis inhibition reporter; 9.2% of 290,000 active; inhibition, % at 38.7 µM; in the data active means inhibition mostly above about 28%, no sharp cut-off; inactive means mostly below about 43%; further: 0% is about no effect
Pf growth 96h – P. falciparum growth inhibition at 96 hours; P. falciparum luciferase reporter growth, 96 h; Potency, µM (series often up to 28.7 µM), for the others: at the top dose activity change, negative = inhibition, usual class: inhibitors; 6.9% of 320,000 active; AID 504834; further: potency means the concentration at half of the fitted maximal effect; on the % scale 0 is the no-effect control and ±100 the full control effect
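Cell-based qHTS: luciferase-tagged P. falciparum in erythrocytes (2% hematocrit, 0.05% parasitemia final) incubated with compounds for 96 hours, 37 C, 5% CO2; luciferase detection reagent then added and luminescence measured.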
Cycloheximide cs – counter-screen hit for Shiga toxin inhibitors, cycloheximide | max response, % | AID 2314 | cell reporter, cycloheximide protein synthesis inhibition counterscreen | 12% of 300,000 active; in the data active means max response mostly above about 13%, no sharp cut-off; inactive means mostly below about 14%; further: read at 38.3 µM for the half of the compounds with a filed dose; 0% is about no effect
* hit, by the source's call; ? = inconclusive; / = no result given; & = joins results of further samples; [ ] = remark or other dose. Unless noted, the call rests on the fitted dose curve; in most records, active means well fitted curve in the direction sought with a large enough effect; inconclusive means small, poorly fitted or top-dose-only effect, or another doubt; inactive means no such curve, though single readings can be large; an effect the other way counts as inactive or inconclusive.

SMILES | Pf growth 48h | HCV inh | Giardia FBPA inh | Shiga inhibitor | Pf growth 96h | Cycloheximide cs
Cc1cccc(NC(=O)c2cc([N+](=O)[O-])ccc2N2CCCCC2)n1 | -25.5% | ? | -7.1% | 43.3 | ? | 5.7
C=CCc1cccc(Cl)c1OCCON1C(=O)CCC1=O | 31.5% | 3.7% | -4.7% | -13.5 | / | -1.9
Cc1cccc(NC(=O)Cn2nnc(-c3cccs3)n2)c1C | 19.0% | -20.9% | 4.8% | 12.9 | ? | -2.1
CCOC(=O)c1nnc2cc(-c3ccccc3)nn2c1C | / | -7.2% | 4.2% | 11.3 | 14.7µM* | 28.4*
COC(=O)c1ccc(C(=O)OC)c(NC(=O)CSCc2ccc(Cl)cc2)c1 | -0.3% | -28.5% | -0.1% | -24.5 | 30.1%[activator] | -2.1
O=S(=O)(NCc1ccccc1)c1ccc(S(=O)(=O)N(Cc2cccs2)CC2CCCO2)cc1 (configuration not stated) | -19.9% | ? | 2.8% | -3.7 | / | -3.0
COc1ccccc1N1CCN(C(=O)c2cccc(N3C(=O)NC4CC3(C)Oc3ccccc34)c2)CC1 (configuration not stated) | 11.7µM* | -20.9% | 0.1%[12.9 µM] | -1.9 | 0.9% | 0.3
O=C(OCn1ncc(Cl)c(Cl)c1=O)c1ccc(F)cc1 | ? | / | 2.6% | -23.8 | ? | -7.7
Cc1ccc(CNC(=O)C2CCCN(S(=O)(=O)N3CC(C)CC(C)C3)C2)cc1 (configuration not stated) | 10.6% | 5.2% | / | -2.5 | 4.7% | -4.0
O=c1cc(N2CCc3ccccc32)[nH]c(=O)n1-c1ccc(Br)cc1 | 41.0%[activator] | 3.6% | ? | 3.2 | 9.2% | -1.4
Cc1oc2c(CN(C)C)c(O)ccc2c(=O)c1-c1ccc2ccccc2n1 | -3.7% | 23.9% | 3.1% | 7.5 | ? | -2.4
COc1ccc(N2C(=O)CSC2c2ccncc2)cc1 (configuration not stated) | 2.9% | 12.0% | 8.4% | -4.7 | ? | -1.8
CN1CCN(C(=O)/C(=C/c2cn(C)c3ccccc23)NC(=O)c2ccccc2)CC1 | 30.7%[activator] | 20.0% | -3.9% | -5.1 | 61.1%[activator] | 2.7
O=C(CSc1nnc(-c2cccs2)o1)c1cccs1 | 140.9%[activator] | -14.6% | 0.8% | 88.1* | 6.2% | 92.8*
O=C(COC(=O)c1ccccc1O)NCC1COc2ccccc2O1 (configuration not stated) | -20.0% | 4.2% | / | / | 28.5% | /
CC1(C)Cc2ccccc2C(CSc2ccccc2C(=O)O)=N1 | ? | -6.4% | -20.0% | 5.3 | 41.0%[activator] | 1.9
COCCNC(=O)CSc1ccccc1C(=O)O | -9.9% | 13.9% | 3.6% | -9.6 | 22.3% | -1.5
COc1cc(NS(=O)(=O)c2ccc(NC(=S)NC(=O)C3CCCC3)cc2)nc(OC)n1 | 12.9% | 18.6% | 20.2% | 3.5 | / | 0.6
CN(CCNC(=O)c1cccc(N2CCCC2=O)c1)Cc1ccccc1 | / | -0.9% | 6.9% | -3.7 | 44.0%[activator] | -5.5
CC(C)NCC(O)c1ccc2ccccc2c1 (configuration not stated) | 1.47µM* | -20.3% | -2.9% | / | 4.65µM* | /
Cc1c(C(=O)N(Cc2ccccc2)Cc2cccs2)cnn1-c1ccc(Cl)cc1 | -9.6% | ? | 4.5% | -6.0 | -41.3% | -3.3
COCCCNC(=O)C1=CCN(S(=O)(=O)c2ccc(OC)cc2)CC1 | 10.4% | 14.2% | / | 19.1 | -28.1% | -11.2
CCOc1ccc(/C=N/NC(=O)c2nnn(-c3nonc3N)c2-c2ccc(OCC)cc2)cc1 | 0.0% | ? | 6.5% | -2.9 | -2.8% | -2.0
O=C(O)c1cccc(S(=O)(=O)NCC2CCCO2)c1 (configuration not stated) | -2.1% | 20.7% | 3.2% | 17.1 | 26.8% | -4.6
CCOC(=O)c1cc(NC(=O)CC(C)(C)CC(=O)O)ccc1N1CCCCC1 | -11.4% | 1.7% | 6.4% | 12.5 | ? | -2.8
Cc1cc(C(=O)Nc2ccc(Cl)cc2)c(C)n1-c1ccccc1 | ? | -23.4% | ? | 7.4 | -50.6% | 6.3
COc1ccc(OC)c(C(=O)c2ccccc2)c1 | -3.2% | -4.7% | -6.6% | -3.0 | / | -1.7
Cc1ccc(C(=O)N2CCN(c3ccc(NC(=O)Cc4ccccc4)cc3)CC2)cc1 | ? | 8.7% | / | 12.3 | 60.6%[activator] | 19.5
COc1cc(OC)cc(-c2nnc(SCc3c(F)cccc3Cl)o2)c1 | ? | ? | -1.1% | 81.0* | ? | 43.7*
Cc1nc(NS(=O)(=O)c2ccccc2)sc1NC(=O)OC(C)C | ? | -4.6% | -7.0% | -9.6 | / | 0.2
CCc1ccc(C)c(OC(=O)c2cncc(Br)c2)c1 | 41.4%[activator] | 9.7% | 10.0% | / | 2.7% | 1.6
CC(C)CC(=O)Nc1ccc2c(c1)nc(CCN1CCCCC1)n2C | ? | -2.3% | -12.6% | -12.3 | 13.1µM* | -5.1
Cc1ccc(-n2ncc(C(=O)NC3CC3)c2C2CCN(C(=O)OC(C)(C)C)CC2)cc1 | ? | -1.0% | -2.8% | -4.8 | 42.6%[activator] | 15.9
CN1C(=O)C(=Cc2c(OCc3cnc(Cl)s3)ccc3ccccc23)C(=O)N(C)C1=O | 36.8%[activator] | ? | ? | 82.5* | 25.9% | 53.1*
CCNc1ccc(C(=O)OCC(=O)NCc2ccccc2Cl)cc1[N+](=O)[O-] | -6.9% | 12.1% | -0.2% | -3.4 | -22.7% | -6.0
Cc1ccc(S(=O)(=O)N2CCCCC2)cc1C(=O)OC1CCCCC1=O (configuration not stated) | 11.3% | ? | / | / | 3.5% | /
CCSCc1nnc(SCC(=O)c2ccc(OC)cc2)n1C | 16.2% | 5.3% | -18.9% | 12.6 | / | 10.6
O=C(NC(=S)Nc1cc(C(F)(F)F)ccc1Cl)c1ccccc1 | 21.7% | 9.1% | -25.1% | 16.8 | ? | -2.6
COc1ccc(N2C(=O)CSC23C(=O)N2c4c(cccc43)C(C)=CC2(C)C)cc1 (configuration not stated) | / | ? | 4.1% | -9.7 | 7.38µM* | 4.1
COc1cccc2[nH]c(=O)c(-c3ccccc3)cc12 | -8.1%[0.00184 µM] | -3.2% | -19.9% | 120.5* | 133.4%[activator] | 61.2*
CC1(C)CC2CC(C)(CN2C(=O)COC(=O)c2ccccc2C(F)(F)F)C1 (configuration not stated) | ? | ? | / | / | ? | /
CCCOC(=O)c1ccc(NC(=O)/C=C/c2cccs2)cc1 | ? | -15.0% | -2.3% | 73.3* | -4.0% | 32.9*
CC(C)NC(=O)C1CCN(C2CCN(C(=O)c3cc4c(s3)CCCCC4)CC2)CC1 | ? | ? | 4.7% | -11.4 | ? | 12.6
C/C(N)=C(/C#N)C(=O)COC(=O)c1ccc(C)c(S(=O)(=O)N2CCCCC2)c1 | / | -20.3% | 11.0% | 8.1 | ? | 10.2
CCOC(=O)C1C(=O)CC(C)(O)C(C(=O)OCC)C1c1ccccc1 (configuration not stated) | 15.3% | -1.8% | -2.2% | -7.1 | ? | 9.0
COc1ccc(-c2cn(CCC(=O)O)c(-c3ccncc3)n2)cc1 | -27.4% | 0.6% | / | / | 70.7%[activator] | /
CCOC(=O)c1sc2nc(Cc3ccc(Cl)cc3)[nH]c(=S)c2c1C | ? | 11.0% | 6.2% | -2.8 | ? | -8.2
CCOC(=O)c1ccc(NC(=O)c2cc3c(s2)CCC3)cc1 | ? | 7.94µM* | 1.7% | 54.1* | -18.7% | 38.6*

2 entries from above in another layout.
> CCOC(=O)c1cc(NC(=O)CC(C)(C)CC(=O)O)ccc1N1CCCCC1
  Pf growth 48h: -11.4%
  HCV inh: 1.7%
  Giardia FBPA inh: 6.4%
  Shiga inhibitor: 12.5
  Pf growth 96h: ?
  Cycloheximide cs: -2.8
> Cc1cc(C(=O)Nc2ccc(Cl)cc2)c(C)n1-c1ccccc1
  Pf growth 48h: ?
  HCV inh: -23.4%
  Giardia FBPA inh: ?
  Shiga inhibitor: 7.4
  Pf growth 96h: -50.6%
  Cycloheximide cs: 6.3

Going on with the list:
SMILES | Pf growth 48h | HCV inh | Giardia FBPA inh | Shiga inhibitor | Pf growth 96h | Cycloheximide cs
Cc1c(C(=O)O)oc2c1ccc1ccccc12 | 0.0% | -11.3% | 10.0% | 11.1 | / | 3.9
CCC1(CC)C(=O)C2=C3C1[C@H](C(=O)OC)C=C(C(=O)OC)C[C@H]3[C@H]1C(=O)N(CC(=O)OC)C(=O)[C@H]1[C@H]2C (some centres not stated) | / | 27.8% | -5.9% | -8.1 | / | -1.5
S=C1NC2=C(CCCC2)C2(CCCCC2)N1 | ? | -6.5% | -29.2% | -4.6 | -19.1% | -0.6
C/C(=N\NC(=O)c1cc([N+](=O)[O-])cc([N+](=O)[O-])c1)c1ccco1 | -14.9% | 12.2% | -16.4% | 45.0 | 11.2% | -0.9
Cc1cc(OC(=O)c2ccc(S(=O)(=O)N3CCOCC3)cc2)c([N+](=O)[O-])c(=O)[nH]1 | 2.4% | -0.4% | -1.5% | 11.3 | ? | 2.6
CC1CC2c3cccc(C(=O)O)c3C(=O)N2c2ccc(Cl)cc21 (configuration not stated) | 3.7% | 6.8% | 4.3% | -4.1 | 13.9% | 14.5
Cc1noc(NS(=O)(=O)c2ccc(NC(=O)CS(=O)(=O)c3ccccc3)cc2)c1C | -2.6% | -4.2%&-1.9% | 19.9% | -4.0 | -19.0% | -1.0
CC(C)(C)c1ccc(C(=O)NCC(=O)N/N=C/c2cccnc2)cc1 | 36.1%[activator] | -13.6% | 4.5% | -9.4 | 18.4% | -1.6
COc1ccc(S(=O)(=O)N2CCC(O)(c3ccc(Cl)cc3)CC2)cc1 | -19.6% | -23.2% | 5.5% | -22.1 | 23.5% | 1.2
COc1ccc(OC)c2c(N3CCN(C)CC3)cc(C(F)(F)F)nc12 | ? | 13.9% | ? | 1.1 | ? | -2.3
COc1ccc2ccccc2c1CNCCc1ccccc1 | 10.4µM* | ? | 1.4% | -26.1 | 3.9% | -5.7
O=C(CSc1ccc2nnc(-c3ccccn3)n2n1)Nc1ccc2c(c1)OCCO2 | / | 0.7% | 2.9% | -12.9 | ? | -4.9
Cc1ccccc1Cn1cc(S(=O)(=O)CC(=O)Nc2nccs2)c2ccccc21 | 11.7µM* | ? | -2.0% | 11.4 | -29.1% | -0.7
O=C(CN1CCC(C(=O)c2ccc3c(c2)OCCO3)CC1)NCc1ccccc1 | 2.0% | -2.1% | 9.1% | -5.7 | -7.1% | -1.1
O=C(Nc1ccc(Cl)cc1)Nc1nnc(CSCc2ccc(Cl)cc2)s1 | 4.15µM* | 5.01µM* | 3.8% | -7.3 | 8.28µM* | -6.3
Cc1cc(C(=O)OCC(=O)Nc2ccc(F)c(F)c2F)c(C)o1 | 0.0% | -4.7% | 4.6% | -17.9 | 20.6% | -0.8
Cc1ccc(Cn2c(=O)c3ccccc3n3c(CCC(=O)NCCN4CCOCC4)nnc23)cc1 | ? | -28.2% | 4.7% | 6.5 | ? | 2.4
Cc1ccc(S(=O)(=O)NCC(=O)Nc2ccc(C(F)(F)F)cc2)cc1 | -15.0% | -28.8% | -0.7% | -12.5 | / | -2.3
CCCC(C)NC(=O)CN(Cc1ccco1)S(=O)(=O)c1ccccc1 (configuration not stated) | -15.0% | -0.2% | / | / | -6.6% | /
COCCCNC(=S)Nc1ccccc1[N+](=O)[O-] | 23.8% | 7.0% | -11.6% | -14.1 | 8.8% | -2.1
